High-throughput results from PubChem BioAssay.
T cell HTS = modulates CD8 T cell binding to vesicles. 2C CD8+ T cell-vesicle binding, flow cytometry; active compounds read low. calls only at 7 µM. 330,000 tested, 0.068% active. AID 2052;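 active = response, share of CD8 T cells binding vesicles, and their 90th percentile fluorescence all below set limits, cut at about 80% in these data, passing the limit was not always enough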
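Test system: purified 2C TCR transgenic mouse naive CD8+ T cells. Probe or stimulus: QL9-peptide-loaded Drosophila micro-vesicles bearing Ld, ICAM-1 and B7-1. Incubation: binding step 1.5 h, 37 °C, antibody labelling 20 min, ice. Measured by: flow cytometry of vesicle-bound cells.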
TNAP activators = human TNAP enzyme activators, primary screen, biochemical, luminescent, no phosphate acceptor, uHTS (AID 1001); purified TNAP, luminescent activation assay, no phosphate acceptor; higher activation fold means a stronger effect; activation fold at 20 µM, or EC50 in µM where a hit was titrated; 200,000 tested, 0.03% active; in the data active = activation fold from about 3, or a potency from the dose series; inactive = the rest, 99 in 100 with activation fold below about 1.6; also: many of its hits are not listed in these tables
Lipid droplet = hepatic lipid droplet formation modulation; AML12 mouse hepatocytes, oleate lipid droplets, BODIPY imaging; inhibition, % at 6.5 µM; 240,000 tested, 0.4% active;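 active = lipid droplet intensity inhibited by at least 50%, with more than 500 cells counted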
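Assay system: AML12 hepatocytes (mouse); Probe or stimulus: oleic acid at 100 µM to induce lipid droplet formation; Dosing: compound at 6.5 µM only; Schedule: compound with oleate, overnight; Detection: fluorescence imaging, 20x objective, two fields per well; Measure: % inhibition of lipid droplet signal.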
b-catenin transl = modulators of beta-catenin nuclear translocation. nuclear translocation activity, % at 5 µM. AID 1665. HeLa beta-catenin nuclear translocation, immunofluorescence imaging. 190,000 tested, 0.3% active;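 active = nuclear translocation activity above 50% at 5 µM, with a well cell count of 50 or more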;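 also: per-cell ratio of nuclear to cytoplasmic median beta-catenin stain intensity; plate controls were DMSO negative control for no effect and GSK-3 inhibitor IX positive control for full effect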
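System: Human HeLa cells, endogenous beta-catenin | Compound dosing: 5 µM primary, 0.02–20 µM confirmation | Timing: 24 h compound exposure at 37°C, 5% CO2 | Measured by: Fluorescence imaging of beta-catenin antibody stain plus DAPI | Read-out basis: % activation of per-cell nuclear versus cytoplasmic median beta-catenin signal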
Myeloid diff 2 = myeloid differentiation induction; AID 624256; calls only at 10 µM; ER-HoxA9 myeloid progenitors, lysozyme-GFP differentiation, flow cytometry; 360,000 tested, 1% active;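 active = normalized GFP-positive differentiation at or above the plate's own cutoff, the solvent-only control mean plus 3 SD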;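 also: cells exposed to compound for four days before flow analysis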
human PMI inhibition = inhibitors of human PMI, primary screen, biochemical, fluorescence intensity, coupled assay (AID 1209) | purified PMI enzyme, coupled fluorescence intensity; higher % means a stronger effect | 190,000 tested, 0.42% active | inhibition, % at 20 µM, or IC50 in µM where a hit was titrated; in the data active = inhibition above about 50%;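 also: plate controls were DMSO vehicle for no effect and wells lacking substrate for full effect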
Dynein transport = blocks dynein driven cargo transport along microtubules. 3617.4 mouse cells, GR-EGFP nuclear translocation imaging; test concentration mostly 20 µM; stimulated with dexamethasone, 1 µM; active compounds read low. AID 1381. z-score, hits read low. 220,000 tested, 0.47% active;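 active = plate z-score of nuclear minus cytoplasmic receptor signal below a set negative limit, without overly bright fluorescence or cell loss, cut at about -3.5 in these data, passing the limit was not always enough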;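 also: z-score of nuclear minus cytoplasmic ring GR-EGFP intensity difference per well; some compounds called inactive have numbers as strong as hits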
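Buffer or medium: tet-free, stripped-serum medium; Also added: dexamethasone, 1.0 µM final; Technique: high-content fluorescence imaging after fixation; Times: 48 h induction, 1 h compound, 30 min dex at 37 °C; Read-out: per-cell GR-EGFP intensity, nucleus versus surrounding cytoplasmic ring, well-averaged.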
Ins promoter up = MIN6 insulin promoter up-regulation. z-score at 5 µM. MIN6 insulin promoter-GFP reporter, high-content imaging; active compounds read high. 190,000 tested, 0.3% active;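 active = z-score above 3 at 5 µM with at least 500 cells counted in the well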
MT stabilizer = stabilizes microtubules in HeLa cells; % tubulin-high responders, % at 10 µM; HeLa tubulin immunostaining HCS, 24 h; share of cells brighter than vehicle mean+2SD; 200,000 tested, 0.83% active;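 active = plate Z-score above 3 for both tubulin-high and condensed-nucleus cell shares, with cell loss under 80%, at 10 µM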;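 also: anti alpha tubulin signal scored within the nucleus-defined area of each cell; some results filed as inactive read as strong as hits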
Dynein transport cytoplasmic EGFP = recorded beside Dynein transport, whose call it bears; z-score; measured here: cytoplasmic GR-EGFP intensity; active compounds read high
Dynein transport nuclear GR-EGFP = also measured in Dynein transport; calls as there; z-score; measured here: nuclear GR-EGFP intensity;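 lower value marks the stronger effect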
Dynein transport cell count = recorded beside Dynein transport, whose call it bears; z-score; measured here: cell count per field
Ins promoter up cell count = second read-out of Ins promoter up, no call of its own (marks repeat the call); cell count; measured here: cytotoxicity, nuclei count;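 total cells summed across four imaged fields per well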
Lipid droplet cells 6.5 µM = recorded beside Lipid droplet, whose call it bears; cell count; measured here: cell count, cytotoxicity flag;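 cells counted across two imaged fields per well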
b-catenin transl cell count 5 µM = further read-out of b-catenin transl, marked with its call; cell count; measured here: cell count, cytotoxicity flag
T cell HTS vesicle-bound % = recorded beside T cell HTS, whose call it bears; double positive events, %; measured here: CD8+ vesicle-bound cell fraction;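 binding gate set so that unloaded-vesicle control wells show 10% double positive cells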
MT stabilizer Hoechst-high % = second read-out of MT stabilizer, no call of its own (marks repeat the call); % Hoechst-high responders; measured here: nuclear condensation Hoechst responders;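 share of cells brighter than vehicle mean plus two SD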
MT stabilizer cytotoxicity % = further read-out of MT stabilizer, marked with its call; toxicity, %; measured here: cytotoxicity by cell density;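 0% = mean cell density of plate MIN control wells and 100% = no cells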
Myeloid diff 2 GFP+ MAC1+ % = also measured in Myeloid diff 2; calls as there; GFP+ MAC1+ double positive, %; measured here: differentiation confirmed by MAC1 staining
An asterisk follows results filed as active; i = inactive; · = no result given.

SMILES	T cell HTS	T cell HTS vesicle-bound %	TNAP activators	Lipid droplet	Lipid droplet cells 6.5 µM	b-catenin transl	b-catenin transl cell count 5 µM	Myeloid diff 2	Myeloid diff 2 GFP+ MAC1+ %	human PMI inhibition	Dynein transport	Dynein transport cytoplasmic EGFP	Dynein transport nuclear GR-EGFP	Dynein transport cell count	Ins promoter up	Ins promoter up cell count	MT stabilizer	MT stabilizer Hoechst-high %	MT stabilizer cytotoxicity %
O=C(NCC1CCCO1)c1ccc(NS(=O)(=O)c2cccc([N+](=O)[O-])c2)cc1 (stereo not drawn)	i	41.6	1.1	15.3	658	-3.6	1073	i	0.8	-7.8%	0.34	-0.245	0.417	-0.128	-1.11	1603	1.3	2.6	7.1
CCOC(=O)N1CCc2c(sc3nc(SC(C)C)n(N)c(=O)c23)C1	i	48.8	1.1	-7.3	648	0.2	1118	i	0.6	19.3%	0.363	0.143	0.145	0.251	0.66	1328	5.6	2.0	5.7
COCCN1C(=O)C(=O)/C(=C(/O)c2ccc3c(c2)OCCO3)C1c1ccc(C(=O)OC)cc1 (stereo not drawn)	i	23.5	1.1	·	·	-3.0	1452	i	0.8	-7.1%	2.08	0.126	1.59	-1.58	-0.13	1348	5.0	0.7	4.9
O=C(NC1CCCC1)C1CCN(C(=O)c2ccc(-c3ccccc3)cc2)CC1	i	22.7	1.1	-0.5	731	1.1	873	i	0.0	-8.3%	-0.91	-0.214	-0.375	1.5	0.54	1438	1.5	1.6	2.1
Cc1ccc(NN2C(=O)C=CC2=O)cc1	i	1.9	1.1	-5.8	590	·	·	i	0.5	2.9%	1.94	-0.198	1.27	-1.93	0.3	1564	4.5	2.7	12.3
CCC1(C)Cc2c(C#N)c(N)n(-c3ccccc3)c(=O)c2CO1 (stereo not drawn)	i	22.9	1.1	-24.5	710	·	·	i	2.3	10.6%	0.606	-0.244	0.796	1.11	-0.64	1293	3.6	1.7	0.2
CCOC(=O)c1ccc(NC(=O)c2ccc(OC(C)C)c(OC)c2)cc1	i	34.0	1.1	·	·	0.2	1536	i	0.5	18.0%	-0.138	-0.17	0.533	0.505	-0.66	1332	2.8	3.3	7.6
O=C(NCc1ccco1)c1cc(S(=O)(=O)N2CCOCC2)ccc1Cl	i	45.8	1.1	·	·	-4.1	961	i	1.5	-2.9%	0.0173	-0.149	0.143	0.931	1.07	1218	2.4	3.6	9.4
Cc1ccc(-n2cc(-c3ccccc3)c3c(N4CCN(C)CC4)ncnc32)cc1	i	19.0	1.1	10.8	694	·	·	i	0.8	1.8%	-0.6	0.0264	-0.508	1.01	-0.74	964	2.3	2.6	8.7
CCN(CC)CCn1c(=N)n(CCO)c2ccccc21	i	28.6	1.1	-4.5	721	-0.2	1097	i	1.2	10.6%	-0.66	-0.0771	-0.072	2.35	-0.62	1423	3.6	1.0	2.0
Cc1ccc(CC(=O)N2CCN(C(=O)c3ccco3)CC2)cc1	i	43.7	1.1	11.3	676	-5.6	1047	i	0.5	-41.5%	-0.406	-0.322	-0.189	0.386	-0.2	1647	3.5	2.4	5.1
N#CCSc1nc2ccccc2c(=O)n1-c1ccccc1	i	46.5	1.1	0.9	716	·	·	i	0.8	18.6%	0.363	-0.232	0.0864	-0.242	-0.31	1495	3.2	2.3	0.1
COc1ccc(CN2CCNC(=O)C2CC(=O)NCc2cnn(C)c2)cc1OC (stereo not drawn)	i	60.3	1	-1.7	669	-0.5	1179	i	0.2	-5.8%	-0.324	-0.0113	-0.0248	0.459	0.05	1330	1.5	1.7	3.0
C=CCSc1nc2sc(-c3ccccc3)cc2c(=O)n1N	i	22.9	1	·	·	2.3	1350	i	0.8	-11.1%	0.163	-0.187	0.396	0.514	-0.88	1534	5.6	2.0	2.8
CCCc1cc(=O)n2[nH]c(NCc3ccc(OC)c(OC)c3)nc2n1	i	46.6	1	2.9	657	-1.6	1024	i	0.2	0.5%	0.278	-0.281	0.287	0.369	-0.3	1630	1.0	0.8	3.9
Fc1ccc(Cn2cnc3ccccc32)cc1	i	32.9	1	8.4	741	3.1	944	i	0.3	-5.4%	0.397	-0.168	0.0753	-0.415	·	·	1.8	1.5	5.9
Cc1nc(CC(=O)Nc2nc(-c3ccccc3)cs2)cs1	i	36.0	0.9	-3.8	688	-4.3	1091	i	1.8	2.6%	0.414	-0.152	0.384	-0.374	0.44	846	2.0	1.7	6.7
CCOC(=O)N1CCN(C(=O)c2cnn3c(C(F)(F)F)cc(-c4cccs4)nc23)CC1	i	26.5	1.1	-2.1	684	0.6	1504	i	0.3	8.7%	-0.566	0.435	0.133	0.149	-1.48	1435	3.6	3.4	9.2
COCCNC(=S)N1CCC(c2nc(-c3ccc(N(C)C)cc3)no2)CC1	i	54.8	1.1	15.3	652	0.0	1444	i	0.3	3.0%	-0.594	-0.303	-0.109	0.444	0.14	1373	2.0	0.7	0.9
CC(C)(C)[C@@H]1C=C(C(=O)N2CCN(Cc3ccc4c(c3)OCO4)CC2)O[C@H](OCc2ccc(CO)cc2)C1	i	23.1	1	-37.3	666	2.0	1055	i	0.7	16.0%	2.3	-0.0889	1.51	-1.21	-0.55	1409	1.0	0.8	6.4
CCN1CCN(C(=O)c2ccc(-c3nc4ccccc4s3)s2)CC1	i	22.3	1	-4.4	690	-3.8	1089	i	0.7	-6.6%	-0.0617	-0.203	-0.00658	-0.315	0.4	1158	2.1	2.0	3.9
COCC(C)n1c(SCC(=O)c2cc(C)n(C)c2C)nc2ccccc2c1=O (stereo not drawn)	i	22.9	1	-15.1	651	5.5	940	i	0.8	0.5%	-0.168	-0.296	0.384	0.307	-0.31	1200	2.4	1.5	4.4
Cc1ccc(N/C=C/C(=O)c2ccc(C)cc2)cc1	i	32.7	1.1	4.3	801	·	·	i	0.4	4.6%	-0.23	-0.135	-0.32	0.383	0.35	768	1.3	1.3	6.6
Cc1ccc(C(=O)N/C(=C/c2ccco2)C(=O)NCCCn2ccnc2)cc1	i	44.2	1.1	-7.2	596	2.2	491	i	1.4	-2.3%	-0.268	-0.288	-0.521	0.559	0.65	1148	2.6	2.5	8.2
CS(=O)(=O)N(CC(=O)Nc1c(F)cccc1F)c1cccc([N+](=O)[O-])c1	i	9.3	1.1	·	·	-2.3	1419	i	0.6	-1.1%	0.000496	-0.194	-0.0566	-0.237	-0.79	1536	1.3	1.9	9.5
CCCSc1nnc2[nH]c(=O)cc(N)n12	i	49.5	0.8	45.4	716	0.3	1122	i	0.8	-1.4%	-0.594	-0.262	0.128	-0.717	-0.08	1280	2.0	1.5	13.1
CCOc1cc(/C=C2/NC(=O)N(Cc3ccccc3F)C2=O)ccc1O	i	30.4	1	21.6	699	-0.4	1135	i	0.5	2.5%	-1.4	-0.00316	-0.592	0.893	0.49	1005	3.9	1.8	4.8
COc1ccc(CCNc2oc(Cc3ccccc3)nc2C#N)cc1OC	i	19.7	1.1	-10.1	725	1.8	1163	i	0.9	5.0%	0.725	-0.278	0.483	0.222	-1.8	955	9.7	1.4	8.4
Cn1nc2c3ccccc3n(Cc3ccccc3)c2nc1=S	i	1.8	·	13.4	781	-1.6	1358	i	0.3	·	2.91	-0.122	1.29	-1.69	-0.1	1128	·	·	·
COc1ccc(N2CCN(C(=O)c3ccc(C)cc3)CC2)c([N+](=O)[O-])c1	i	25.9	1	3.1	557	1.9	525	i	0.2	4.7%	-0.179	-0.336	-0.525	0.601	0.75	1127	5.6	3.2	5.6
CN(C)CCCNCCCNC(=O)c1ccccn1	i	59.5	1.1	·	·	-5.5	1052	i	2.2	-3.2%	2.38	-0.148	1.45	-1.98	-0.05	1183	3.6	1.8	2.3
Oc1[nH]c2ccccc2c1N=Nc1nc(Nc2ccccc2)nc(N2CCOCC2)n1	i	26.0	·	60.5*	574*	-0.4	1285	i	0.1	·	-0.69	-0.154	0.38	-0.634	-2.88	689	·	·	·
CCCSc1nc2sc3c(c2c(=O)n1CC)CC(C)(C)OC3	i	47.4	·	23.8	700	-0.3	1370	i	0.6	·	0.358	-0.24	0.706	-0.00566	-0.22	976	·	·	·
O=C(CCC(=O)OCC(=O)c1cccc([N+](=O)[O-])c1)NC1CCCCC1	i	51.9	·	15.8	712	-3.2	1214	i	0.4	·	0.581	-0.22	0.181	0.0751	-0.29	1369	·	·	·
O=C(CCN1CCN(CCO)CC1)Nc1ccc(Br)cc1	i	24.7	1	12.0	694	-1.0	1121	i	0.6	5.3%	1.19	-0.147	1.03	-1.72	-0.03	1427	2.3	1.3	11.4
